PfHsp90 yeast 2 = growth inhibition of PfHsp90-expressing yeast, primary screen, antimalarial PfHsp90 inhibitor project, S. cerevisiae, BacTiter-Glo luminescence, single point, set 2; inhibition, % at 9.4 µM; BacTiter-Glo ATP, 48 h; yeast lacking PDR1 and PDR3 efflux regulators; 310,000 compounds, 0.32% hits;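 active means every replicate shows inhibition above about 80%, whatever the replicate mean, limit read from the data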;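 further: 0% = DMSO neutral controls and 100% = 20 µM radicicol positive controls; yeast relying on Plasmodium falciparum Hsp90 in place of its own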
Tat export inh = E. coli Tat export inhibitors, primary screen, MC4100, TorA-mCherry reporter, fluorescence, single point; 340,000 compounds, 0.036% hits; AID 488895, 2010; inhibition, % at 10 µM;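 active means mean replicate inhibition at least 50% and at least half of replicates individually reaching 50%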;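 further: exported cargo escapes ClpAP degradation while cytoplasmic cargo is degraded and loses fluorescence; 0% = median of neutral control wells and 100% = median of NaSCN control wells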
phage Ecoli inh = growth loss of phage-infected E. coli, primary screen, RecBCD inhibitor project, absorbance, with phage, HTS. inhibition, % at 11.9 µM. AID 651602, 2012. 360,000 compounds, 0.26% hits; in the data active means inhibition above about 11%
HTR5A inv ag = HTR5A inverse agonists in luminescence cell assay, primary screen, counter-screen for OPRM1-OPRD1 heterodimer inverse agonist project, full-deck HTS; 340,000 compounds, 0.083% hits; inhibition, % at 9.3 µM; HTR5A cell line, inverse agonism; 5-hydroxytryptamine receptor 5A (Homo sapiens), P47898; in the data active means inhibition mostly above about 23%, no sharp cut-off; inactive means mostly below about 18%;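 further: 0% = cells with DMSO and 100% = no-cell wells with DMSO; some compounds called inactive have numbers as strong as hits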
Target sequence (P47898 whole entry, looked up): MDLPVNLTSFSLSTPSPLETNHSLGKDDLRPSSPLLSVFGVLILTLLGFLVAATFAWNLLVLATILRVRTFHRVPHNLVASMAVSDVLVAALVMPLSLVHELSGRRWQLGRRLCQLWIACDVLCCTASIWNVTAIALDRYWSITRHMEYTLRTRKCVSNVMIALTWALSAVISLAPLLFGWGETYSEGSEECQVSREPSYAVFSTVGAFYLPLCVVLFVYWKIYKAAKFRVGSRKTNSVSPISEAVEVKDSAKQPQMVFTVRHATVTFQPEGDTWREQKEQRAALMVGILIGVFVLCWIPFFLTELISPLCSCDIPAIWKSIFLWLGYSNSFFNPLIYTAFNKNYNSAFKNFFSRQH
PKA-R2B act = activators of PKA-R2B holoenzyme, primary screen, biochemical, fluorescence polarization, Cy5-IP20, human. 340,000 compounds, 0.079% hits. AID 504700, 2011. activation, % at 11.4 µM. cAMP-dependent protein kinase catalytic subunit beta (Homo sapiens) + cAMP-dependent …. PKA-R2B holoenzyme dissociation; R2B truncated from residue 108, S112A mutant; 0% DMSO only, 100% 113 µM cGMP;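 active means activation above a cutoff set at the mean over all compounds plus 3 SD, cut at about 18% in these data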;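 further: higher means more holoenzyme dissociation and a rise in polarization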
Target sequence (P31323 whole entry, looked up, other chains not shown, the tested form may be a part): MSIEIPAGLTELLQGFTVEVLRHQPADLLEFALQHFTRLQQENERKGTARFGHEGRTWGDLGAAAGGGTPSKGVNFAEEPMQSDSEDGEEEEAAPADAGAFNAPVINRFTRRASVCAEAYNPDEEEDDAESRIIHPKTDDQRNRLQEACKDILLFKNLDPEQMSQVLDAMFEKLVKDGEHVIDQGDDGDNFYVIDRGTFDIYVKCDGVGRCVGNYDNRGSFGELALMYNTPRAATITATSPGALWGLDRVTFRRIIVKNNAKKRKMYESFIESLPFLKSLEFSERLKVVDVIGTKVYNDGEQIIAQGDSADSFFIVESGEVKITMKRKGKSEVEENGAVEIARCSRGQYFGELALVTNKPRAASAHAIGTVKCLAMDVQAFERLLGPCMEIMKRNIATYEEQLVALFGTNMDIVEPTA
MOR-DOR ag = agonists of OPRM1-OPRD1 heterodimerization, primary screen, cell-based, luminescence; Mu-type opioid receptor (Homo sapiens) + Delta-type opioid receptor (Homo sapiens), …; cells; activation, % at 9.3 µM; 340,000 compounds, 0.3% hits; AID 504326, 2011; in the data active means activation above about 18%;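 further: 0% = vehicle-treated cells and 100% = reference agonist; values of inactives mirror those of a sister screen read the other way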
E coli growth = E. coli V3065 growth inhibition, primary screen, counter-screen for AddAB inhibitor project, absorbance, OD600 | 18 h | inhibition, % at 11.9 µM | 330,000 compounds, 0.27% hits;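 active means inhibition above the campaign's mean inhibition across all tested compounds plus 3 SD, cut at about 9.9% in these data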;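 further: uninfected addAB+ strain grown without phage in ampicillin broth; 0% = DMSO wells and 100% = ciprofloxacin 0.95 µg/ml wells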
SUMO Mot1 rescue = yeast Mot1-301 growth rescue at high temperature, primary screen, SUMOylation pathway inhibitor project, S. cerevisiae, ATP luminescence, 38.5C | S. cerevisiae Mot1-301 growth rescue; percent above DMSO median, 100 means doubled | growth rescue, % at 18.8 µM | 320,000 compounds, 1% hits;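 active means every valid replicate shows activation above 250% relative to neutral control wells; inactive means the rest, any valid replicate at or below 250%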;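 further: OY570 slx delta 5 strain wells were the positive control but not used for scaling; some compounds called inactive have numbers as strong as hits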
AddAB inh = growth inhibition of E. coli expressing H. pylori AddAB, primary screen, AddAB inhibitor project, absorbance; inhibition, % at 11.9 µM; 330,000 compounds, 0.29% hits; in the data active means inhibition above about 12%;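 further: 0% = vehicle wells of infected cells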
PKA-R1A act = activators of PKA-R1A holoenzyme, primary screen, biochemical, fluorescence polarization, Cy5-IP20, bovine R1A, mouse PKAc; AID 504707, 2011; cAMP-dependent protein kinase type I-alpha regulatory subunit (Bos taurus) + …; activation, % at 11.4 µM; PKA-R1A dissociation; scaled: DMSO 0%, 113 µM cGMP 100%; 340,000 compounds, 0.083% hits;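 active means percent activation above the mean of all tested compounds plus 3 SD, cut at about 19% in these data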;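 further: higher means more PKAc released from R1A so a rise in polarization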
OPRM1-OPRD1 inv = inverse agonists of MOR-DOR heterodimerization, primary screen, cell-based, luminescence | Mu-type opioid receptor (Homo sapiens) + Delta-type opioid receptor (Homo sapiens), … | cell-based MOR-DOR heterodimer luminescence, inverse agonism | inhibition, % at 9.3 µM | 340,000 compounds, 0.21% hits; in the data active means inhibition above about 22%, passing the limit was not always enough;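 further: 0% = cells with DMSO and 100% = wells without cells with DMSO; values of inactives mirror those of a sister screen read the other way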
* marks the source's active call; other numbers are inactive results; . = no result given.

SMILES	PfHsp90 yeast 2	Tat export inh	phage Ecoli inh	HTR5A inv ag	PKA-R2B act	MOR-DOR ag	E coli growth	SUMO Mot1 rescue	AddAB inh	PKA-R1A act	OPRM1-OPRD1 inv
O=C(Cc1ccccc1)N/N=C/c1cccnc1	9	14	0.1	-3	-11	-2.4	-2.2	313*	-1.6	3	12
O=C(NNC(=S)NC(=O)c1ccco1)c1ccc(NC(=O)c2ccccc2)cc1	9	-8	-0.3	4	-6	-2.9	3.4	9	0.6	4	17
Cc1ccccc1NC(=O)c1ccc(NS(=O)(=O)c2cc(C(C)(C)C)cc(C)c2C)cc1	-32	-8	2.6	23	4	4.4	-0.9	.	-1.9	1	-23
CC(C)CCNC(=O)C1(c2cccs2)CCOCC1	6	7	0.3	-27	4	-0.1	3.6	114	1.4	3	0
C=CCn1c(=NC(=O)C2CCCCC2)sc2cc(NC(C)=O)ccc21	-4	-9	2.2	13	-4	0.5	-1.7	.	0.6	-5	-3
CCOc1ccc(OCCNCc2ccc(OC(C)C(=O)N(C)C)c(OCC)c2)cc1 (centres undefined)	13	6	1.2	-19	3	-1.4	-1.3	-5	-0.9	-11	6
CC1(OC(=O)CCc2ccccc2)C(=O)C=C2C=C(c3ccc(C#N)cc3)N(CCc3ccccn3)C=C2C1=O (centres undefined)	-1	6	0.3	15	-12	-0.6	-1.2	-29	0.0	-2	3
CN(C)N1C(=O)c2c(Cl)c(Cl)c(Cl)c(Cl)c2C1=O	-12	-7	3.6	-14	3	-2.3	.	.	.	1	11
CN(C)N1C(N)=C(C#N)C(c2cccnc2)C2=C1CC(C)(C)CC2=O (centres undefined)	-4	-7	2.7	3	4	-2.8	-1.3	4	1.7	-15	13
N/C(=N\OC(=O)c1ccccc1F)c1ccc([N+](=O)[O-])cc1	12	-7	1.0	9	-8	1.3	-0.4	8	-0.2	-14	-8
COCCNC(=O)Cn1nc(C)c([N+](=O)[O-])c1C	-15	-8	2.4	23	3	0.8	4.3	18	5.6	-1	-4
O=C(O)CCCNS(=O)(=O)c1ccc(Br)s1	-17	-1	1.2	2	-1	-0.8	2.5	9	0.4	-2	4
O=C(CCC1CCCC1)NNC(=O)c1cc2ccccc2cc1O	7	-11	16*	-4	3	1.5	9.3	244	18*	-4	-12
Cc1ccc(S(=O)(=O)NCCC(=O)OCC(=O)N(Cc2ccccc2)C(C)(C)C)cc1	-19	10	2.9	-11	1	0.4	1.0	38	0.5	-6	-2
CC(C)COP(=O)(OCC(C)C)C(Nc1ccccc1)c1ccccc1 (centres undefined)	-27	28	-0.5	-7	1	9.8	-0.2	37	-1.6	2	-52
CC(OC(=O)c1cccs1)C(=O)NC1CCCCC1C (centres undefined)	8	6	4.8	-2	8	-1.6	0.2	-20	-0.4	11	6
O=C(Nc1ccc(Cl)c(Cl)c1)C1CCN(C(=O)c2ccco2)CC1	.	3	7.6	6	-7	-1.1	3.0	-1	3.3	2	6
COc1cc(CCN2C(=O)c3cccc4cccc(c34)C2=O)c(S(=O)(=O)N2CCC(C)CC2)cc1OC	-26	5	3.7	-16	-3	1.2	-0.4	-5	3.5	1	-6
Cc1ccc2cc(C#N)c(SCC(=O)NNC(=O)Cc3ccccc3)nc2c1	-5	-9	5.7	-25	2	1.7	.	.	.	-9	-9
Fc1cccc(Cl)c1CN1CCN(c2nc3ccccc3s2)CC1	-12	6	1.8	4	-2	5.8	.	-8	.	-6	-26

Copied from the list:
CN(C)N1C(N)=C(C#N)C(c2cccnc2)C2=C1CC(C)(C)CC2=O (centres undefined) – HTR5A inv ag: 3
CN(C)N1C(=O)c2c(Cl)c(Cl)c(Cl)c(Cl)c2C1=O – Tat export inh: -7
COCCNC(=O)Cn1nc(C)c([N+](=O)[O-])c1C – MOR-DOR ag: 0.8

(listing goes on)
SMILES	PfHsp90 yeast 2	Tat export inh	phage Ecoli inh	HTR5A inv ag	PKA-R2B act	MOR-DOR ag	E coli growth	SUMO Mot1 rescue	AddAB inh	PKA-R1A act	OPRM1-OPRD1 inv
Cc1cc(C)n2c(nc3ccccc32)c1C(=O)NCc1ccccc1	4	-5	2.1	1	-13	-2.1	0.2	10	-0.7	-6	11
Cc1nc2ccccc2nc1N/N=C/c1ccc(O)cc1	4	1	-0.5	-14	-3	-2.7	1.5	-20	1.3	-10	15
Cc1cccc(NC(=O)CCOc2ccccc2)c1	-12	10	2.5	13	-4	-2.8	0.9	-5	3.2	-13	14
CCc1ccccc1OCC(=O)Nc1cccc(S(=O)(=O)N2CCCC2)c1	-4	-8	2.7	10	-1	2.3	.	.	.	12	-15
N#CC1(NC(=O)CN2C(=O)NC(Cc3c[nH]c4ccccc34)C2=O)CCCCC1 (centres undefined)	-1	-8	3.1	7	-7	-1.6	-2.8	13	-2.8	4	8
Cc1cc2cc(C#N)c(N3CCOCC3)nc2cc1Cl	1	15	1.0	-6	-15	1.7	-1.8	-8	-2.7	-18	-8
O=C(CCN1CCOCC1)Nc1ccc(F)cc1	0	-3	3.3	-15	-9	1.2	1.6	14	2.0	2	-6
O=C(NCc1ccco1)N1c2ccccc2Sc2ccccc21	9	-8	0.3	12	-3	-2.7	2.3	-17	0.6	7	16
COc1cc2c(cc1NC(=O)/C=C/c1ccc([N+](=O)[O-])cc1)oc1ccccc12	19	5	4.9	-10	-5	-0.8	-0.7	95	-0.3	-1	4
COc1ccccc1-c1nc(-c2ccncc2)no1	28	-6	1.8	4	-7	-4.2	-2.6	21	2.1	-12	18
CCC(C)Sc1cc(-c2nc3ccc(C)cn3c2NCc2ccccc2)ccc1OC (centres undefined)	13	4	0.7	10	-7	21*	-0.2	11	0.0	6	-124
N=C(N)n1c(N)nc2ccccc2c1=O	-4	-7	2.6	10	3	-2.1	1.8	7	0.4	0	11
Cc1nn(CC(=O)Nc2cccnc2)c(=O)c2ccccc12	-4	-4	2.8	1	-5	-3.2	1.5	3	4.7	-4	17
O=c1ccccn1Cc1c(Cl)cccc1Cl	-2	-1	.	-2	9	0.0	1.3	11	0.4	7	0
O=C(CCS(=O)(=O)CCN1CCOCC1)NCNC(=O)CCS(=O)(=O)CCN1CCOCC1	-14	0	3.7	-17	-4	-1.6	-1.0	9	2.5	-6	8
CCCC1CCc2c(sc(NC(=O)c3cccs3)c2C(N)=O)C1 (centres undefined)	8	-6	1.2	-1	-4	0.3	0.5	6	0.2	-11	-2
Cc1cc2ccccn2c1C(=O)c1ccc([N+](=O)[O-])o1	.	12	12*	-6	5	5.4	20*	200	40*	-3	-26
Cc1ccccc1C(=O)O/N=C(\N)c1ccccc1	-11	16	-0.6	11	2	5.3	1.8	-2	0.4	5	-23
COc1ccc(C)cc1S(=O)(=O)NC1CCCC1	-9	-1	1.0	-36	5	-0.4	1.2	56	-1.9	-3	2
Cc1cc2c(cc1S(=O)(=O)N(C)Cc1ccccc1)OCC(=O)N2	3	-2	1.5	-16	-2	-0.8	-1.8	6	-0.8	-11	5
Cn1cnc2c1c(=O)n(Cc1ccc(Cl)cc1Cl)c(=O)n2C	-21	-3	0.2	5	4	-3.1	-2.3	-7	2.6	-4	14
CC(C)(C)C(=O)NC1CCN(S(=O)(=O)c2cccc(C(F)(F)F)c2)CC1	-4	-2	-0.8	8	-1	-0.8	-0.6	15	3.0	0	5
CC(=O)c1cccc(NC(=O)N2C3CCC2CC(NC(=O)Nc2ccccc2)C3)c1 (centres undefined)	-6	-2	1.5	-17	-1	0.5	-0.4	-3	2.1	-9	-3
COc1cc(C(=O)Nc2cccc(-c3nc4cc(C)cc(C)c4o3)c2)cc(OC)c1OC	21	-5	-0.1	-5	0	0.3	.	.	.	-5	-2
N#Cc1c(/N=C/c2ccccc2)oc(-c2ccccc2)c1-c1ccccc1	5	0	0.8	2	8	-0.8	1.7	-12	0.3	-8	5
COCCNC(=O)CN1C(=O)CSc2cc(S(=O)(=O)N3CCCCCC3)ccc21	-13	-3	1.3	-23	-10	-1.8	-1.2	-8	-0.2	-19	9
Cc1cc(-n2c(C)cc(C(=O)CCl)c2C)no1	15	1	0.8	9	4	0.5	-0.9	6	1.0	-8	-2
CN(C)[C@@H](CO)c1nnc([C@H](Cc2ccc(O)cc2)NC(=O)C2CCNCC2)o1	-30	6	-0.2	4	1	-1.7	-2.2	7	3.9	-6	10
CC(C)CN1CCC(C(=O)NCC2CCCO2)CC1 (centres undefined)	-26	2	-0.3	0	-8	-0.9	0.2	3	-0.8	-14	5
N#Cc1c(NC(=O)CCCl)sc2c1CCCCC2	.	-1	2.9	0	0	7.5	4.8	.	1.0	10	-36
CCOCc1nnc(NC(=O)CSCc2ccccc2)s1	.	-1	1.2	10	-2	-1.4	-1.7	.	-0.2	3	7
CC(=O)c1ccc(Nc2nc(=O)c3cccnc3s2)cc1	1	-1	2.5	11	-11	-1.5	0.8	-13	0.5	4	9
CC1CCCC(C)N1C(=O)COC(=O)c1ccccc1O (centres undefined)	-1	-7	3.5	12	-5	-2.0	0.7	-2	0.8	3	10

Looked up one by one from above, 5 records:
SMILES	PfHsp90 yeast 2	Tat export inh	phage Ecoli inh	HTR5A inv ag	PKA-R2B act	MOR-DOR ag	E coli growth	SUMO Mot1 rescue	AddAB inh	PKA-R1A act	OPRM1-OPRD1 inv
CCOc1ccc(OCCNCc2ccc(OC(C)C(=O)N(C)C)c(OCC)c2)cc1 (centres undefined)	13	6	1.2	-19	3	-1.4	-1.3	-5	-0.9	-11	6
Cc1cccc(NC(=O)CCOc2ccccc2)c1	-12	10	2.5	13	-4	-2.8	0.9	-5	3.2	-13	14
Cc1ccc(S(=O)(=O)NCCC(=O)OCC(=O)N(Cc2ccccc2)C(C)(C)C)cc1	-19	10	2.9	-11	1	0.4	1.0	38	0.5	-6	-2
N/C(=N\OC(=O)c1ccccc1F)c1ccc([N+](=O)[O-])cc1	12	-7	1.0	9	-8	1.3	-0.4	8	-0.2	-14	-8
CC(C)CCNC(=O)C1(c2cccs2)CCOCC1	6	7	0.3	-27	4	-0.1	3.6	114	1.4	3	0

Outcome played no part in choosing rows. About 2.2% of those tested had a hit in this group.
